# T cruzi HTS: blocks T. cruzi growth inside host cells | intracellular Trypanosoma cruzi in host cells, plate reader | activity score (inhibition), % at 5.01 µM | hit rate 4.9% among 22,000 | AID 651903; in the data active = activity score above about 55%; inconclusive = no clear call, values can overlap the other calls;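 note: parasites and compound incubated about four days before reading; 0% = median of neutral control wells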
# INS-1E ATP HTS: INS-1E beta cell protection from cytokine death; INS-1E cytokine-induced death, ATP luminescence, 48 h; normalised: neutral wells 0, positive control 100; protection from cytokine-induced ATP loss, % at 10 µM; hit rate 0.1% among 20,000; AID 488910;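 active = mean replicate protection from cytokine-induced ATP loss at least 50% and at least 75% of replicates each reaching 50%; inconclusive = meets only one of the two criteria, mean or replicate share; inactive = fails both the mean and replicate share criteria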
#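 Assay system: INS-1E rat cells / Quantity: 8000 cells per well / Medium: RPMI without phenol red, 5% FBS / Probe or stimulus: three-cytokine cocktail (IFN-γ, TNF-α, IL-1β) / Dosing: one compound concentration, pin transfer / Timing: 48 h co-treatment, 10 min post-lysis read / Technique: CellTiter-Glo luminescence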
# The depositor's hits bear a star; u = inconclusive; x = not tested or not shown.
# Results follow in this order: INS-1E ATP HTS, T cruzi HTS
COc1ccc(S(=O)(=O)Nc2cccc3c2O[C@H](CN(C)S(=O)(=O)c2ccc(Cl)cc2)[C@H](C)CN([C@H](C)CO)C3=O)cc1
 : 5.2, 16.4
C[C@@H]1CN([C@@H](C)CO)C(=O)c2cc(NS(=O)(=O)c3ccc(F)cc3)ccc2O[C@@H]1CN(C)S(=O)(=O)c1ccc(Cl)cc1
 : -4.7, 12.3
C[C@@H]1CN([C@H](C)CO)C(=O)Cc2cc(NC(=O)NC3CCCCC3)ccc2O[C@@H]1CN(C)S(=O)(=O)c1ccccc1
 : 9.4, 9.5
O=C(N/N=C/c1cc(Br)cs1)c1ccccc1O
 : -32.7, -21.7
C[C@H](CO)N1C[C@H](C)[C@H](CN(C)Cc2ccccc2)Oc2ccc(NC(=O)Nc3ccccc3)cc2C1=O
 : x, 58.3
C[C@@H]1CN([C@@H](C)CO)C(=O)c2cccc(NC(=O)C3CCOCC3)c2O[C@@H]1CN(C)Cc1ccc(-c2ccccc2)cc1
 : -11.6, -1.4
C[C@H]1CN([C@@H](C)CO)C(=O)c2cc(NS(C)(=O)=O)ccc2O[C@H]1CN(C)C(=O)Nc1ccccc1
 : x, -25.8
C[C@@H]1CN([C@@H](C)CO)C(=O)Cc2cc(NC(=O)Nc3ccc(F)cc3)ccc2O[C@@H]1CN(C)C(=O)Nc1ccc(F)cc1
 : 2.1, -5.8
COc1ccccc1NC(=O)N(C)C[C@@H]1OCc2cn(nn2)CCCC(=O)N([C@@H](C)CO)C[C@@H]1C
 : x, -28.3
C[C@@H]1CN([C@H](C)CO)C(=O)Cc2cc(NC(=O)Cc3ccccc3)ccc2O[C@@H]1CN(C)Cc1ccc(C(F)(F)F)cc1
 : -23.2, 32.6
C[C@@H]1CN([C@H](C)CO)C(=O)Cc2cc(NC(=O)CCCCCC(=O)Nc3ccccc3N)ccc2O[C@@H]1CN(C)Cc1ccc(-c2ccccc2)cc1
 : 5.5, -27.5
Cc1ccc(S(=O)(=O)N(C)C[C@H]2Oc3c(NC(=O)Nc4ccc(F)cc4)cccc3C(=O)N([C@H](C)CO)C[C@@H]2C)cc1
 : 0.5, -5.8
C[C@@H]1CN([C@@H](C)CO)C(=O)c2cccc(NC(=O)C3CCOCC3)c2O[C@@H]1CN(C)Cc1ccc(Oc2ccccc2)cc1
 : -4.1, -13.5
C[C@H]1CN([C@@H](C)CO)C(=O)Cc2cc(NC(=O)c3ccncc3)ccc2O[C@@H]1CN(C)Cc1ccc(Oc2ccccc2)cc1
 : -7.6, 46.1
CC(C)NC(=O)Nc1ccc2c(c1)C(=O)N([C@H](C)CO)C[C@@H](C)[C@H](CN(C)CC1CCCCC1)O2
 : 7.7, 6.5
C[C@@H]1CN([C@@H](C)CO)C(=O)c2cc(NS(C)(=O)=O)ccc2O[C@H]1CN(C)S(=O)(=O)c1ccccc1
 : 17.8, 7.2
COc1ccc(NC(=O)N(C)C[C@H]2Oc3ccc(NC(=O)Nc4ccc(C(F)(F)F)cc4)cc3C(=O)N([C@@H](C)CO)C[C@H]2C)cc1
 : 7.4, 5.4
C[C@H]1CN([C@@H](C)CO)C(=O)c2cc(NC(=O)CCCN(C)C)ccc2O[C@@H]1CN(C)Cc1ccc(C(F)(F)F)cc1
 : 1.2, 8.3
C[C@H](CO)N1C[C@H](C)[C@H](CN(C)C(=O)Nc2cccc3ccccc23)Oc2c(NC(=O)NC3CCCCC3)cccc2C1=O
 : 5.1, 5.8
CC(C)NC(=O)Nc1cccc2c1O[C@@H](CN(C)C(=O)NC1CCCCC1)[C@@H](C)CN([C@H](C)CO)C2=O
 : 4.1, -0.4
C[C@@H]1CN([C@H](C)CO)C(=O)CCCn2nncc2CO[C@H]1CN(C)S(=O)(=O)c1ccc(Cl)cc1
 : x, -12.7
Cc1noc(C)c1NC(=O)Nc1ccc2c(c1)C(=O)N([C@H](C)CO)C[C@H](C)[C@@H](CN(C)C(=O)Nc1ccccc1)O2
 : -4.6, -16.8
COc1ccc(CN(C)C[C@H]2Oc3c(NC(=O)Nc4ccccc4)cccc3C(=O)N([C@@H](C)CO)C[C@@H]2C)cc1
 : -9.1, 6.8
C[C@@H]1CN([C@H](C)CO)C(=O)Cc2cc(NC(=O)C3CCCCC3)ccc2O[C@@H]1CN(C)C
 : 0.8, -35.4
COc1ccc(NC(=O)N(C)C[C@@H]2Oc3ccc(NS(=O)(=O)c4ccc(C)cc4)cc3C(=O)N([C@H](C)CO)C[C@@H]2C)cc1
 : 4.2, 3.0
CCCCCCC/C=N/NC(=O)CCCCCCC(=O)O
 : -1.5, -7.0
COc1ccc(NC(=O)N(C)C[C@H]2Oc3c(NC(=O)CCCCCC(=O)Nc4ccccc4N)cccc3C(=O)N([C@@H](C)CO)C[C@@H]2C)cc1
 : 15.6, -23.8
C[C@@H]1CN([C@@H](C)CO)C(=O)CCCn2cc(nn2)CO[C@@H]1CN(C)Cc1ccc(-c2ccccc2)cc1
 : x, -13.8
C[C@H](CO)N1C[C@H](C)[C@H](CN(C)Cc2ccc3c(c2)OCO3)Oc2c(NS(=O)(=O)c3ccc(Cl)cc3)cccc2C1=O
 : -5.8, -4.1
O=C(CCCCCCC(=O)Nc1ccccc1O)N/N=C/c1ccc(-n2ccnc2)cc1
 : 10.8, -1.0
C[C@H](CO)N1C[C@H](C)[C@H](CN(C)C(=O)OCc2ccccc2)OCc2cnnn2CCCC1=O
 : x, 2.2
COc1ccc(S(=O)(=O)Nc2cccc3c2O[C@H](CN(C)S(=O)(=O)c2c(C)noc2C)[C@@H](C)CN([C@H](C)CO)C3=O)cc1
 : 6.4, -9.4
C[C@@H]1CN([C@@H](C)CO)C(=O)c2cc(NC(=O)Cc3cn(C)c4ccccc34)ccc2O[C@@H]1CN(C)Cc1ccc(-c2ccccc2)cc1
 : -28.1, 23.5
C[C@H]1CN([C@@H](C)CO)C(=O)c2cccc(NC(=O)C3CCCCC3)c2O[C@H]1CN(C)Cc1ccc(C(=O)Nc2ccccc2N)cc1
 : 3.0, 66.3*
CC(C)NC(=O)Nc1ccc2c(c1)CC(=O)N([C@@H](C)CO)C[C@H](C)[C@H](CN(C)S(C)(=O)=O)O2
 : -3.7, -18.8
CC(C)NC(=O)Nc1cccc2c1O[C@H](CN(C)C(=O)NC(C)C)[C@@H](C)CN([C@@H](C)CO)C2=O
 : 7.1, -4.5
C[C@@H]1CN([C@H](C)CO)C(=O)Cc2cc(NC(=O)Nc3ccc(C(F)(F)F)cc3)ccc2O[C@@H]1CN(C)S(=O)(=O)c1ccc(Cl)cc1
 : 5.9, 58.4*
C[C@@H]1CN([C@H](C)CO)C(=O)Cc2cc(NC(=O)Nc3ccc(F)cc3)ccc2O[C@@H]1CN(C)S(=O)(=O)c1cn(C)cn1
 : 9.1, -33.8
C[C@H]1CN([C@@H](C)CO)C(=O)c2cc(NC(=O)Nc3ccc4c(c3)OCO4)ccc2O[C@@H]1CN(C)C(=O)Nc1ccccc1
 : -0.7, -19.7
Cc1ccc(S(=O)(=O)Nc2ccc3c(c2)C(=O)N([C@@H](C)CO)C[C@@H](C)[C@@H](CN(C)C)O3)cc1
 : 7.6, -8.9

# By substructure: the compounds so far with two or more sulfur atoms (four)
# Results follow in this order: INS-1E ATP HTS, T cruzi HTS
COc1ccc(S(=O)(=O)Nc2cccc3c2O[C@H](CN(C)S(=O)(=O)c2ccc(Cl)cc2)[C@H](C)CN([C@H](C)CO)C3=O)cc1
 : 5.2, 16.4
C[C@@H]1CN([C@@H](C)CO)C(=O)c2cc(NS(=O)(=O)c3ccc(F)cc3)ccc2O[C@@H]1CN(C)S(=O)(=O)c1ccc(Cl)cc1
 : -4.7, 12.3
C[C@@H]1CN([C@@H](C)CO)C(=O)c2cc(NS(C)(=O)=O)ccc2O[C@H]1CN(C)S(=O)(=O)c1ccccc1
 : 17.8, 7.2
COc1ccc(S(=O)(=O)Nc2cccc3c2O[C@H](CN(C)S(=O)(=O)c2c(C)noc2C)[C@@H](C)CN([C@H](C)CO)C3=O)cc1
 : 6.4, -9.4

# (continued)
# Results follow in this order: INS-1E ATP HTS, T cruzi HTS
C[C@@H]1CN([C@@H](C)CO)C(=O)c2cccc(NC(=O)c3ccncc3)c2O[C@H]1CN(C)Cc1ccc(-c2ccccc2)cc1
 : -22.1, 82.7*
C[C@H](CO)N1C[C@H](C)[C@@H](CN(C)S(=O)(=O)c2cn(C)cn2)Oc2c(NC(=O)C3CCOCC3)cccc2C1=O
 : 7.9, -21.8
N#Cc1ccc(/C=N/NC(=O)CCCCC(=O)NO)cc1
 : -4.2, 5.5
C[C@@H]1CN([C@H](C)CO)C(=O)Cc2cc(NC(=O)Cc3ccccc3)ccc2O[C@H]1CN(C)C(=O)NC1CCCCC1
 : 5.6, 8.0
CC(C)NC(=O)Nc1ccc2c(c1)C(=O)N([C@H](C)CO)C[C@H](C)[C@H](CN(C)S(=O)(=O)c1ccc(F)cc1)OCCCC[C@@H](C)O2
 : 3.0, -9.8
C[C@H]1CN([C@@H](C)CO)C(=O)c2cc(N(C)C)ccc2O[C@H]1CN(C)Cc1ccncc1
 : x, -7.4
O=C(O)CCCCCCC(=O)N/N=C/c1ccc(O)cc1Br
 : 2.9, -14.8
C[C@H](CO)N1C[C@H](C)[C@H](CN(C)Cc2ccc(C(F)(F)F)cc2)Oc2ccc(N(C)C)cc2CC1=O
 : 1.9, 50.9
Cc1ccc(S(=O)(=O)Nc2cccc3c2O[C@H](CN(C)Cc2ccccc2)[C@H](C)CN([C@H](C)CO)C3=O)cc1
 : -6.2, -6.5
CC(C)NC(=O)N(C)C[C@@H]1Oc2c(NS(=O)(=O)c3cccs3)cccc2C(=O)N([C@@H](C)CO)C[C@@H]1C
 : 1.5, -7.7
C[C@H]1CN([C@@H](C)CO)C(=O)Cc2cc(NC(=O)NC3CCCCC3)ccc2O[C@H]1CN(C)S(=O)(=O)c1ccc(Cl)cc1
 : -5.7, 6.6
CC(C)NC(=O)N(C)C[C@@H]1Oc2c(NC(=O)C3CCOCC3)cccc2C(=O)N([C@@H](C)CO)C[C@H]1C
 : 18.5, -6.8
CNC[C@@H]1Oc2ccc(NC(=O)c3ccncc3)cc2C(=O)N([C@@H](C)CO)C[C@@H]1C
 : 12.1, -29.4
C[C@H](CO)N1C[C@H](C)[C@@H](CN(C)S(=O)(=O)c2ccc(Cl)cc2)Oc2c(NC(=O)c3nc4ccccc4s3)cccc2C1=O
 : -5.8, 66.2*
C[C@@H]1CN([C@H](C)CO)C(=O)c2cccc(NC(=O)c3ccc(-c4nccs4)cc3)c2O[C@@H]1CN(C)S(=O)(=O)c1cn(C)cn1
 : 3.7, -6.8
CC(C)NC(=O)N(C)C[C@@H]1Oc2c(NC(=O)c3ccncc3)cccc2C(=O)N([C@H](C)CO)C[C@H]1C
 : 5.2, -13.1
C[C@@H]1CN([C@@H](C)CO)C(=O)Cc2cc(NS(=O)(=O)c3cccs3)ccc2O[C@@H]1CN(C)C(=O)Nc1ccc(F)cc1
 : 6.0, -5.6
C[C@H]1CN([C@@H](C)CO)C(=O)c2cccc(NC(=O)CCCCCC(=O)Nc3ccccc3N)c2O[C@@H]1CN(C)CC1CC1
 : 18.8, 77.4*
C[C@H](CO)N1C[C@H](C)[C@H](CN(C)C(=O)Nc2ccccc2)Oc2ccc(NC(=O)Nc3ccc(C(F)(F)F)cc3)cc2CC1=O
 : 0.1, 6.8
C[C@@H]1CN([C@H](C)CO)C(=O)c2cccc(NS(C)(=O)=O)c2O[C@@H]1CN(C)Cc1ccc(C(=O)Nc2ccccc2N)cc1
 : -4.8, -2.4
C[C@@H]1CN([C@@H](C)CO)C(=O)Cc2cc(NC(=O)Cn3cnnn3)ccc2O[C@@H]1CN(C)C
 : 3.8, -22.7
C[C@@H]1CN([C@@H](C)CO)C(=O)c2cccc(NC(=O)Nc3ccc4c(c3)OCO4)c2O[C@H]1CN(C)Cc1ccc(Cl)c(Cl)c1
 : -21.9, u
C[C@@H]1CN([C@H](C)CO)C(=O)c2cccc(N(C)C)c2O[C@@H]1CN(C)Cc1ccc(C(=O)O)cc1
 : 2.4, -7.4
COc1ccc(NC(=O)N(C)C[C@H]2Oc3ccc(NC(=O)C4CCCCC4)cc3C(=O)N([C@@H](C)CO)C[C@H]2C)cc1
 : -0.6, 0.1
C[C@H](CO)N1C[C@H](C)[C@@H](CN(C)C(=O)Nc2ccccc2)Oc2c(NS(C)(=O)=O)cccc2C1=O
 : 12.6, -16.3
C[C@@H]1CN([C@@H](C)CO)C(=O)Cc2cc(N(C)C)ccc2O[C@@H]1CN(C)S(=O)(=O)c1cn(C)cn1
 : 11.7, -8.6
CC(C)NC(=O)N(C)C[C@@H]1Oc2ccc(NC(=O)NC3CCCCC3)cc2CC(=O)N([C@H](C)CO)C[C@H]1C
 : 8.3, -24.8
Cc1noc(C)c1NC(=O)N(C)C[C@H]1Oc2ccc(NC(=O)NC(C)C)cc2C(=O)N([C@H](C)CO)C[C@H]1C
 : -1.5, -14.5
Cc1noc(C)c1NC(=O)N(C)C[C@H]1Oc2c(NC(=O)Nc3ccc(C(F)(F)F)cc3)cccc2C(=O)N([C@H](C)CO)C[C@@H]1C
 : 9.6, -13.0
C[C@H](CO)N1C[C@H](C)[C@H](CN(C)Cc2ccc(C(F)(F)F)cc2)Oc2c(NC(=O)C3CCCCC3)cccc2C1=O
 : -28.1, 1.5
Cc1ccc(S(=O)(=O)Nc2ccc3c(c2)C(=O)N([C@@H](C)CO)C[C@@H](C)[C@H](CN(C)Cc2ccc(C(F)(F)F)cc2)O3)cc1
 : -12.8, 52.7
Cc1ccc(S(=O)(=O)N(C)C[C@H]2Oc3c(NC(=O)Nc4c(C)noc4C)cccc3C(=O)N([C@H](C)CO)C[C@@H]2C)cc1
 : 7.4, 9.3
C[C@H](CO)N1C[C@H](C)[C@@H](CN(C)Cc2ccc(C(=O)O)cc2)Oc2ccc(NC(=O)Cn3cnnn3)cc2C1=O
 : 3.8, -1.6
